# D2 antagonist: antagonizes the human D2 dopamine receptor. P14416. HEK293 TREx D2 cells, calcium flux, dopamine EC80. inhibition, % at 10 µM. hit rate 2% among 340,000; in the data active = inhibition above about 30%; note: 0% is about no effect
# Target sequence (P14416 whole entry, looked up): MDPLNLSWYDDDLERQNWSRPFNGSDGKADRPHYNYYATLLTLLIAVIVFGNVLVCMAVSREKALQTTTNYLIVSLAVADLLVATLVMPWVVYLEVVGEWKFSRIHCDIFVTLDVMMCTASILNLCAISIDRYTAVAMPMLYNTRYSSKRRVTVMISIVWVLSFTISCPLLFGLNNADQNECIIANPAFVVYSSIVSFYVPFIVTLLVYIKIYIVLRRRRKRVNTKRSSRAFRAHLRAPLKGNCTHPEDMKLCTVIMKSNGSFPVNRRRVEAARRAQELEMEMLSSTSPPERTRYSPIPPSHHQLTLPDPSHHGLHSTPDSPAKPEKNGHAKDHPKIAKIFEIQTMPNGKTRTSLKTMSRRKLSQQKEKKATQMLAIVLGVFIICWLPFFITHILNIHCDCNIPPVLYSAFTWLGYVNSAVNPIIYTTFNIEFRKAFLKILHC
#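 Calcium flux kinetic readout in an inducible HEK293 TREx D2 line plated overnight at 30 C. After 180 s compound exposure, an EC80 dopamine challenge follows with another 180 s kinetic read to detect antagonism.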
# TRHR enhancer: TRH receptor (human) allosteric enhancement | P34981 | TRHR cells, fluo-8 calcium fluorescence, EC20 TRH enhancement | enhancement, % at 2 µM | hit rate 0.66% among 360,000; in the data active = enhancement above about 30%; note: 0% is about no effect
# Target sequence (P34981 whole entry, looked up): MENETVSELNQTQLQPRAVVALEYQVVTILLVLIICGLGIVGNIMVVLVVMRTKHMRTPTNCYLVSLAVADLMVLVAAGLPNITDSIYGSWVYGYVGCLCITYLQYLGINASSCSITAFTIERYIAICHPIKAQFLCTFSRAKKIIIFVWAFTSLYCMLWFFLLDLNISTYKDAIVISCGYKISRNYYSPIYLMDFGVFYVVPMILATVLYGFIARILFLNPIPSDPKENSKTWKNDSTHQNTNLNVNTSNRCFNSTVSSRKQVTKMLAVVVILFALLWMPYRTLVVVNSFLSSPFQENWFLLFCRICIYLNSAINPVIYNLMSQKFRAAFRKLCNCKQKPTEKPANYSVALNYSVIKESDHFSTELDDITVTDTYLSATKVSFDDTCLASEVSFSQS
#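 Enhancer read-out: after compound pinning and an initial kinetic agonist-mode read, an EC20 of TRH (10 nM final) was injected and fluo-8 calcium signal (Ex 480/Em 530) followed at 1 s/cycle for 100 cycles in TRHR-expressing cells.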
# RXFP1 antagonist: RXFP1 (human) relaxin receptor antagonism | hit rate 0.59% among 350,000 | AID 1259400 | Q9HBX9 | HEK293-RXFP1, relaxin-stimulated cAMP HTRF, 30 min; stronger effect = lower value | activity change, negative = inhibition, % at 57.5 µM;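 active = activity change of -60% or lower, but not beyond a set lower limit; inconclusive = change between -60% and -40%, or beyond the set limit; inactive = change above -40%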; note: % is set by controls: 0 for no effect and ±100 for the full control effect
# TRHR ag: TRH receptor (human) agonism | P34981 | TRHR cells, calcium flux fluo-8, FDSS agonist mode | activation, % at 2 µM | hit rate 0.18% among 360,000 | AID 493084; note: 0% is about no effect
#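 Fluo-8-loaded TRHR cells; 10 s baseline, compound added, kinetic Ca2+ fluorescence read 1/s, agonist mode.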
# D1 ag: human D1 receptor agonism | P21728 | HEK293 T-REx D1 cells, calcium flux, agonist mode | activation, % at 2 µM | hit rate 1% among 360,000 | AID 504660; note: 0% is about no effect
#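 Tetracycline-induced HEK293 TREx D1 cells, force-coupled to calcium signalling, were dye-loaded with a no-wash calcium kit. Compound was pin-added after a 10 s baseline. Fluorescence was read kinetically at 1 cycle/s for 180 s, with calcium rises flagged as agonism.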
# D1 antag: antagonists of human D1 dopamine receptor | AID 504652 | P21728 | hit rate 3.2% among 360,000 | activity change, negative = inhibition, % at 10 µM | HEK293 TREx D1 cells, calcium flux, dopamine EC80; stronger effect = lower value; in the data active = activity change below about -30%; note: % is set by controls: 0 for no effect and ±100 for the full control effect
#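 Kinetic fluorescence of a calcium dye serves as the read-out. D1-expressing Hek293 Trex cells, induced overnight at 30 C, are exposed to compound for 180 s before an EC80 dopamine addition, then read 180 s further.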
# D2 agonist: agonists of human D2 dopamine receptor | activation, % at 2 µM | AID 485358 | P14416 | hit rate 0.53% among 340,000 | HEK293 T-REx D2 cells, calcium flux agonist mode;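 active = activation over 3 SD above normal in the single-dose calcium agonist read, cut at about 30% in these data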; note: 0% is about no effect
#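 Tetracycline-induced HEK293 T-REx cells with force-coupled D2 receptor, plated overnight at 30 C, loaded with no-wash calcium dye. After a 10 s baseline, compound was pin-added and calcium flux read kinetically for 180 s; calcium rises flagged agonists.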
# D2 PAM: D2 dopamine receptor (human) potentiation; AID 485347; potentiation, % at 10 µM; HEK293 T-REx D2, calcium flux, EC20 dopamine potentiation; hit rate 0.34% among 340,000;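 active = potentiation over 3 SD above the plate norm, cut at about 30% in these data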; note: 0% is about no effect
#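 Primary screen. Calcium kinetics in induced HEK293 T-REx D2 cells: compound pre-addition 180 s, EC20 dopamine, 180 s more.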
# D1 potentiator: potentiators of human D1 dopamine receptor | P21728 | HEK293 TREx D1 cells, calcium flux, dopamine EC20 potentiation | potentiation, % at 10 µM | hit rate 0.036% among 360,000 | AID 504651; in the data active = potentiation above about 30%; note: 0% is about no effect
# * marks the source's active call; other numbers are inactive results; ? = inconclusive; · = no result given. Cut-off read from the data, not from the text of the source, unless noted: active = activation above about 30%; inactive = the rest.
# Preview (6 entries):
SMILES,D2 antagonist,TRHR enhancer,RXFP1 antagonist,TRHR ag,D1 ag,D1 antag,D2 agonist,D2 PAM,D1 potentiator
Nc1nc(Nc2ccccc2Cl)cc(=O)[nH]1,8,2,?,0.9,2,17,0.7,6,-2
O=C(NNC(=S)Nc1ccc(Br)cc1)c1ccccc1,-6,-1,0,0.6,9,-3,-0.5,0,0
c1ccc(-n2ncc3c2ncn2nnnc32)cc1,-4,-1,-5,0.5,2,11,0.5,15,-7
Cc1ccc(CNC(=O)C2CCN(S(=O)(=O)c3ccc4[nH]c(=O)ccc4c3)CC2)cc1,·,3,·,0.7,0,16,0.1,9,0
CSc1ccccc1NC(=O)C1=COCCO1,5,-2,11,-0.7,1,4,0.7,-7,-3
Cc1cc(C)c(S(=O)(=O)c2ccc(F)cc2C)c(Cl)n1,-3,0,-3,-1.0,0,-6,-0.8,12,-10

# The listing, from the first entry:
SMILES,D2 antagonist,TRHR enhancer,RXFP1 antagonist,TRHR ag,D1 ag,D1 antag,D2 agonist,D2 PAM,D1 potentiator
Nc1nc(Nc2ccccc2Cl)cc(=O)[nH]1,8,2,?,0.9,2,17,0.7,6,-2
O=C(NNC(=S)Nc1ccc(Br)cc1)c1ccccc1,-6,-1,0,0.6,9,-3,-0.5,0,0
c1ccc(-n2ncc3c2ncn2nnnc32)cc1,-4,-1,-5,0.5,2,11,0.5,15,-7
Cc1ccc(CNC(=O)C2CCN(S(=O)(=O)c3ccc4[nH]c(=O)ccc4c3)CC2)cc1,·,3,·,0.7,0,16,0.1,9,0
CSc1ccccc1NC(=O)C1=COCCO1,5,-2,11,-0.7,1,4,0.7,-7,-3
Cc1cc(C)c(S(=O)(=O)c2ccc(F)cc2C)c(Cl)n1,-3,0,-3,-1.0,0,-6,-0.8,12,-10
O=C(NNC(=O)C1CCCC1)c1ccccc1F,-18,35*,-6,-0.6,1,-13,0.0,-10,-6
COc1cc(Cl)ccc1OCc1cc(C(=O)N(C)Cc2nnc(C)o2)no1,-6,-1,-2,0.4,0,5,0.1,0,4
Cc1cc(C)c(S(=O)(=O)N2CCN(S(=O)(=O)N3CCCCCC3)CC2)c(C)c1,·,2,6,-1.3,0,27,·,·,-9
COc1ccccc1Nc1ccc(N)cc1,6,-4,-2,-0.8,0,6,1.3,0,1
Nn1c(C2CCC2)nc2ccccc2c1=O,-14,0,3,-0.1,2,-18,0.0,-10,0
COc1ccc(CNC(=O)Cc2coc3ccc(C(C)C)cc23)cc1,·,27,?,0.0,7,-6,-0.8,-24,-1
CC(=O)c1cccc(NC(=O)c2cc(-c3cccs3)on2)c1,21,-1,5,1.3,5,-1,0.4,-21,-9
CCN(CC)S(=O)(=O)c1ccc2oc(Nc3ccccc3)nc2c1,-5,-2,-13,2.2,3,-5,0.8,6,-10
CCCCOc1ccc(CSC(=N)N)cc1Cl,6,3,?,0.4,65*,42,6.9,14,10
COc1cc(SC)ccc1C(=O)OCC(=O)N1CCN(C(C)=O)CC1,-6,13,-11,0.0,1,-18,0.2,-5,-6
CC(=O)N[C@@H](C)c1nc2ccccc2n1CCNC(=O)[C@H]1CCCN1c1nc(CN2CCCCC2)cs1,9,-2,·,0.4,1,-5,-0.2,-5,1
CC(C)C(=O)Nc1cccc(C(=O)OCC(=O)c2ccc(Cl)cc2Cl)c1,14,-2,-20,-0.3,2,4,0.5,-2,-4
CC1(C)CC(=O)N(Cc2ccccc2)C(=O)C1,-12,-3,-1,0.1,3,-4,2.6,-3,-3
O=[N+]([O-])c1ccccc1S(=O)(=O)N1CCN(C2CCCC2)CC1,9,2,2,0.8,0,-11,-0.6,-11,6

# Pulled by compound from above, two records:
SMILES,D2 antagonist,TRHR enhancer,RXFP1 antagonist,TRHR ag,D1 ag,D1 antag,D2 agonist,D2 PAM,D1 potentiator
CCCCOc1ccc(CSC(=N)N)cc1Cl,6,3,?,0.4,65*,42,6.9,14,10
CC(=O)c1cccc(NC(=O)c2cc(-c3cccs3)on2)c1,21,-1,5,1.3,5,-1,0.4,-21,-9

# New compounds follow.
SMILES,D2 antagonist,TRHR enhancer,RXFP1 antagonist,TRHR ag,D1 ag,D1 antag,D2 agonist,D2 PAM,D1 potentiator
CCOC(=O)c1c(C)oc2c1c(C(c1cccnc1)N1CCN(C)CC1)c(O)c1ccccc12 (stereo not drawn),2,-2,·,-0.5,-1,-4,0.4,-7,-1
Cc1ccc(-n2c(C)nnc2SC(C)C(=O)N2CCCC2)cc1 (stereo not drawn),-25,12,8,0.0,1,-2,-0.3,3,3
CCOC(=O)c1c(NC(=O)Cn2c(=O)oc3ccccc32)oc(C)c1C(C)=O,31*,-3,9,0.3,-1,-1,-0.5,17,0
CCOC(=O)c1c(C)[nH]c(C(=O)C(C)Cl)c1C (stereo not drawn),-18,-4,-2,-0.4,1,-32*,2.5,16,-13
CCOC(=O)[C@H]1[C@H]2COc3ccc(Br)cc3[C@H]2N2C(=O)CNC(=O)[C@@]12C,-5,-4,·,0.2,0,·,0.3,4,1
Cc1cc(C)c(C(=O)NC2CCCc3c2cnn3-c2cccc(C)c2C)o1 (stereo not drawn),7,-1,0,1.7,2,-10,0.0,11,-1
Cc1cc(Br)ccc1OCC(=O)NNC(=O)C(=O)Nc1ccccc1,-2,-6,-29,-0.3,5,-5,-2.9,1,0
CCC(C(=O)NCc1ccc(OC)cc1)n1nc(C)n2c(cc3occc32)c1=O (stereo not drawn),·,-1,0,-1.2,0,1,·,·,-5
COc1cc(C(=S)N2CCCC2)ccc1OCc1ccc(C)cc1,21,1,4,-0.2,10,-6,-0.8,15,-2
CC(=O)N1N=C(c2cccc([N+](=O)[O-])c2)OC1c1ccccc1Cl (stereo not drawn),·,-5,-3,-1.3,3,7,·,-8,-1
O=C(CSc1nc2ccc([N+](=O)[O-])cc2[nH]1)NC1CCCCC1,-21,-8,-3,0.4,6,-20,0.6,15,-7
COC(C(=O)N1CCC(CCC(=O)Nc2ccccc2)CC1)c1ccccc1 (stereo not drawn),3,1,-3,-0.4,10,-14,-0.3,-6,-2
O=C(O)CC(NC(=S)NCc1ccccc1)C(=O)O (stereo not drawn),12,1,6,0.6,0,4,-0.4,-1,6
Cc1ccc(N(CC(=O)NCc2ccccc2)C(=O)CCC(=O)Nc2ccccn2)c(C)c1,-12,1,6,0.9,1,9,2.0,7,9
c1ccc(Nc2nc(-c3ccncc3)cs2)nc1,-17,1,-12,-0.4,2,-29,-0.5,4,-11
COc1ccc(C2NC(=O)c3c(sc4c3CCN(C)C4)N2)cc1O (stereo not drawn),·,-4,-11,0.2,1,2,·,-15,0
CCCc1nc(NCC2CCCO2)c2nnn(Cc3ccccc3)c2n1 (stereo not drawn),-21,-4,-5,1.5,-2,9,0.4,-2,4
Cc1cnc(C(=O)OCc2csc(CC(=O)Nc3ccccc3C)n2)cn1,-16,-2,-15,-0.2,2,9,-0.9,-8,3
O=c1cc(O)nc2n1CCCS2,-2,20,6,-2.5,1,8,0.1,3,-5
O=C(CSc1nc(-c2ccccc2)no1)N1CCN(c2ccccc2F)CC1,·,14,-7,-0.1,2,3,-0.2,2,-2
N#Cc1cnn(-c2ncnc3sc4c(c23)CCCC4)c1N,·,-6,3,-0.4,0,5,·,-4,0
CC1=C(C)CC2C(=O)N(c3cccc4ccccc34)C(=O)C2C1 (stereo not drawn),16,-5,-5,-0.2,-3,6,0.5,9,-1
O=[N+]([O-])c1cccc(/C=N/N=C\c2ccccc2)c1,-16,0,-20,-0.1,2,-5,1.1,7,-6
CC1CCN(C(=O)CSc2nc3c(c(=O)n2C)SCC3)CC1,-13,-4,1,0.2,2,-8,0.6,18,5
CCCn1c(SCC(=O)Nc2ccc(NC(C)=O)cc2)nc2c1c(=O)n(C)c(=O)n2C,8,-1,19,0.7,4,1,0.5,4,-4
CCOc1ccc2nc(NC(=O)c3ccoc3C)sc2c1,-12,7,-16,-0.6,1,5,0.6,17,-8
N#Cc1ccccc1NC(=O)Cn1cnc2onc(-c3cccc(F)c3)c2c1=O,·,-1,·,0.1,1,-4,-1.2,2,0
COc1ccc(OC(=O)c2cn(-c3cccc(OC)c3)c(=O)c3ccccc23)cc1,·,3,-26,1.3,2,13,1.9,-16,-4
COc1ccc(CC(=O)Oc2ccc(C)cc2C)cc1,9,-2,-1,0.4,13,-23,-1.2,-1,-7
COc1cc(NC(=S)N2CCN(c3ccccn3)CC2)cc(OC)c1OC,·,-2,-4,0.7,0,2,·,·,6
CC(=O)Nc1ccc(NS(=O)(=O)c2cccc3nonc23)cc1,10,1,-13,-0.9,0,-20,-0.6,9,-5
Cc1ccc(Nc2nc(N)c([N+](=O)[O-])c(NCc3ccco3)n2)cc1,-3,9,-9,0.0,2,6,14,20,0
Cc1cc(NC(=O)Nc2ccc(Cl)cc2)n(C(C)(C)C)n1,-13,8,8,1.0,5,-2,-0.1,-2,-6
COc1ccccc1NC(=O)NC1(C(=O)N2CCCCC2)CCCCC1,5,-1,-11,-0.2,0,-8,1.1,-3,2
C(=N\N1CCN(c2ccccn2)CC1)/c1cccc2ccccc12,4,-10,-29,-0.5,1,12,-0.6,5,-3
Cc1ccc(S(=O)(=O)c2nnn3c2nc(N2CCC(C(N)=O)CC2)c2ccccc23)cc1C,-4,-7,-9,1.1,6,-12,3.4,-13,-4
COc1cc(CN2CCNC(=O)C2CC(=O)NC2CCCC2)cc(OC)c1 (stereo not drawn),-12,58*,0,1.0,-1,0,0.6,13,-2
Cc1ccc(C(=O)c2coc3ccc(O)c(CN4CCN(C)CC4)c23)cc1,12,-4,-9,-0.4,3,2,0.1,-16,-9
Cc1cc(Br)c(NC(=O)CCl)c(Br)c1,12,0,-3,-0.9,0,-15,-1.9,1,-15
Cc1cc(C)cc(NS(=O)(=O)c2c(C)[nH]c(=O)[nH]c2=O)c1,8,6,-7,0.5,1,-7,0.5,-1,-4
O=C(COc1ccccc1F)Nc1ccc2oc(-c3cccc(Cl)c3)nc2c1,·,2,-4,-0.9,0,20,-2.1,-3,-1
COc1cc(C#Cc2c(-c3cncn3C)n(C)c3ccc(-c4ccc5[nH]ccc5c4)cc23)cc(OC)c1,-4,-2,·,-0.5,1,·,-0.6,-7,1
Cc1ccc(C(=O)N/C(=C/C=C/c2ccccc2)C(=O)NCc2ccco2)cc1,-7,11,?,1.7,4,2,0.5,-18,-4
O=C(Nc1ccc2c(c1)OCCO2)c1cnn(-c2ccccc2)n1,-13,-7,-29,-1.0,0,-7,-0.8,-8,-1
CCOC(=O)c1sc(NC(=O)c2ccc(C)o2)nc1C,-6,0,-28,-0.3,2,16,0.2,5,-1
CC(C)Oc1cccc(C(=O)NC(=S)Nc2ccccc2)c1,3,-6,1,-2.2,5,-35*,-1.2,-3,-4
Cc1ccc(NC(=O)Cn2c(=O)n(Cc3ccc4c(c3)OCO4)c(=O)c3oc4ccccc4c32)cc1C,·,-2,9,0.4,6,-21,0.7,5,-3
CC(=O)c1cc(-c2ccc(F)cc2)n(CCC(=O)NC(C)(C)C)c1C,-1,1,1,0.0,7,-3,-0.6,-2,-2

# Screens (PubChem)
